MDM2 E3 inh = inhibitors of human Mdm2 E3 ubiquitin ligase; cell-based MDM2 ubiquitination luciferase reporter, 2 h; 0 = plate control, 100 = twice control, blank-subtracted; signal enhancement, % at 5 µM; hit rate 0.11% among 210,000; AID 1230;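 active means signal enhancement of 30% or more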;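 further: luminescence tracks abundance of the self-degrading MDM2-luciferase fusion protein; higher signal means inhibition of MDM2 E3 ligase activity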
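Test system: mammalian cells stably expressing self-ubiquitinating, self-degrading MDM2 E3–luciferase fusion; Amount: 2000 cells in each well; Medium: DMEM; Schedule: 4 h settle plus 2 h compound, 37 °C; Technique: SteadyLite luciferase luminescence after 15 min room-temperature reagent incubation; Benchmarks: plate control and blank wells.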
TRPN1 ag = activates the zebrafish TRPN1 channel; HEK293 zebrafish TRPN1-YFP, Fluo-8 calcium fluorescence; 100% = response to 87 µM carbachol; activation, % at 3 µM; hit rate 0.18% among 220,000; AID 1424;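 active means activation above its plate's cutoff, the mean activation of test wells on that plate plus 3 SD, cut at about 19% in these data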;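 further: 0% = DMSO alone and 100% = 87 µM carbachol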
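System: zebrafish TRPN1-YFP in HEK293 cells / Dosing: 3 µM single point / Timing: dye loading 1 h at 37 °C, then 30 min room temperature / Signal: Fluo-8 calcium fluorescence, excitation 470-495 nm, emission 515-575 nm / Read-out basis: percent activation from peak over basal fluorescence ratio, control-normalized / Control set: high carbachol 87 µM, low DMSO alone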
CHOP inhibitor = CHOP inhibition in unfolded protein response; CHO-K1 CHOP-promoter luciferase, tunicamycin-induced, 15-18 h; inhibition, % at 10 µM; hit rate 3.8% among 220,000;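 active means compounds that reduced the stress-induced luciferase reporter signal by more than about 70% of percent inhibition, limit read from the data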;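 further: 0% = tunicamycin plus vehicle and 100% = wells without tunicamycin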
TNF necrop inh = blocks TNF-alpha induced death of Jurkat FADD-/- cells | Jurkat FADD-/- TNF necroptosis rescue, ATP luminescence, 24 h; 0 = TNF only, 100 = no-TNF cells | activation (protection from cell death), % at 10 µM | hit rate 0.068% among 220,000 | AID 463075;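 active means activation, meaning protection from cell death, of at least 50% relative to plate controls; inactive means activation below 50%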;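 further: necroptosis triggered by 40 ng/mL TNF-alpha added together with compound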
Runt-SMMHC FRET = Runt domain-CBFb-SMMHC interaction inhibition; Q01196+Q13951; Cerulean-Runt/Venus-CBFb-SMMHC FRET ratio 530/480, 1 h; inhibition, % at 20 µM; hit rate 0.74% among 220,000;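 active means mean inhibition across duplicate retests at 20 µM reaching about 50%, limit read from the data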;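 further: 0% = DMSO wells and 100% = wells with excess untagged CBFb-SMMHC; inhibitors lower the FRET ratio by blocking Runt binding to CBFb-SMMHC; some results filed as inactive read as strong as hits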
Target sequence (Q01196 whole entry, looked up, the tested form may be a part): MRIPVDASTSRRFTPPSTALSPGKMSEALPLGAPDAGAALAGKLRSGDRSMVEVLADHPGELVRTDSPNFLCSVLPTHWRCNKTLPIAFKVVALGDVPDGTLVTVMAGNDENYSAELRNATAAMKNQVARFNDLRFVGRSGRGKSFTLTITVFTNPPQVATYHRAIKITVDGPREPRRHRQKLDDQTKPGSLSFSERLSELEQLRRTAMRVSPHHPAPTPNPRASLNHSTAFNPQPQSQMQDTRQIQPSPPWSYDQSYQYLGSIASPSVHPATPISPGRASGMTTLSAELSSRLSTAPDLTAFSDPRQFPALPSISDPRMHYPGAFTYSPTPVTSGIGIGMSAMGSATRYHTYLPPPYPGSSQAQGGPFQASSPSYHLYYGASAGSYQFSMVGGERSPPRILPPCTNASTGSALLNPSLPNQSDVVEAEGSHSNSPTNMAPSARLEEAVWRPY
Target sequence (Q13951 whole entry, looked up, the tested form may be a part): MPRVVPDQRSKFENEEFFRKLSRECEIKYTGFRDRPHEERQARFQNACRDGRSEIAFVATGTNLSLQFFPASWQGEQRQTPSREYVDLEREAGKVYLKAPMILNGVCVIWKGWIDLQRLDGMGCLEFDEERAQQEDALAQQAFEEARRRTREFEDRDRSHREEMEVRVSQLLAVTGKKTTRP
TRPML3 ag = activates the human TRPML3 channel | Q8TDD5 | HEK293 TRPML3-YFP, Fluo-8 calcium fluorescence; 100% = the carbachol control signal | activation, % at 3 µM | hit rate 0.29% among 220,000;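 active means activation above its plate's cutoff, the mean activation of the plate's test wells plus 3 SD, cut at about 12% in these data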;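 further: 0% = DMSO only wells and 100% = carbachol wells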
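Material: HEK293 cells stably carrying human TRPML3-YFP; compound dosing: single dose, 3 µM final nominal compound, 0.3% DMSO final; incubation: 1-h 37 °C dye load, 5-s basal, 120-s post-compound reads; technique: Fluo-8 intracellular calcium fluorescence, excitation 470-495 nm, emission 515-575 nm; read-out basis: percent activation from peak-to-basal fluorescence ratio, scaled between DMSO and carbachol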
p47phox inh = blocks human p47phox regulatory protein of NADPH oxidases | hit rate 0.53% among 220,000 | p47phox/p22phox peptide binding, fluorescence polarization, 2 h | AID 1274 | inhibition, % at 24.7 µM | P14598;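 active means inhibition above about 30%, limit read from the data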;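 further: 0% = p47phox with labelled peptide and 100% = labelled peptide alone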
EBV gp42 block = inhibitors of Epstein-Barr virus glycoprotein 42; inhibition, % (tested at 21.74 µM); hit rate 0.42% among 220,000; Fluorescence polarization binding assay, mP read-out; Q1HVG2; in the data active means inhibition above about 50%
Target sequence (Q1HVG2 whole entry, looked up): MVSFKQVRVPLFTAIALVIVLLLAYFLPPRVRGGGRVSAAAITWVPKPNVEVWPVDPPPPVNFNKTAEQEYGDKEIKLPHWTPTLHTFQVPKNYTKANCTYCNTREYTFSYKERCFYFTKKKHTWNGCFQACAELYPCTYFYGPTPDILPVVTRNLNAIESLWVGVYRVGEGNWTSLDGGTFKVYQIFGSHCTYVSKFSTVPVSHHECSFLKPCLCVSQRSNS
PPC-1+TRAIL kill = compounds killing PPC-1 cancer cells with TRAIL present (potentiator screen, no TRAIL-free arm); PPC-1 cells + TRAIL, ATPLite viability luminescence; cell killing (% activity), % at 4 µM; hit rate 0.41% among 220,000; AID 1443;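 active means cell killing above 50% in the first pass at 4 µM, then a duplicate retest at 5 µM averaging 50% or more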;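 further: plate controls were cells with TRAIL plus DMSO for no effect and medium-only wells lacking cells for full effect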
* marks the source's active call; other numbers are inactive results; · = no result given.

Fields: MDM2 E3 inh	TRPN1 ag	CHOP inhibitor	TNF necrop inh	Runt-SMMHC FRET	TRPML3 ag	p47phox inh	EBV gp42 block	PPC-1+TRAIL kill
#1 CCOc1ccc(NC(=O)N2CCC(c3nc4ccccc4o3)CC2)cc1
→ -1	0.9	10	-0.6	-2	1.3	-19	-8	18
#2 O=C(COC(=O)c1cc(NS(=O)(=O)c2cccs2)ccc1O)Nc1cc(Cl)ccc1Cl
→ -2	1.1	46	1.6	-16	-0.3	-4	-17	14
#3 CC(=O)NCC(=O)N[C@@H](CC(=O)OCc1ccccc1)C(=O)OCc1ccccc1
→ -16	1.9	-9	0.2	0	0.5	-6	-12	-16
#4 O=C(NNC1=C(C(=O)C(F)(F)F)CCC1)c1ccccc1O
→ -7	-0.5	13	2.0	-1	-0.1	-8	-19	-16
#5 Cc1cc(C)n(CC(=O)NCc2cc(-c3nn(C)c(=O)c4ccccc34)ccc2C)n1
→ -18	1.3	13	-1.8	-1	0.3	-16	-14	-14
#6 COc1ccccc1N1CCN(CC(=O)Nc2cc(F)ccc2C)CC1
→ -21	-1.1	-21	-1.0	-2	0.0	-15	-28	13
#7 CC(C)C[C@@H]1NC(=O)[C@H](Cc2ccc(O)cc2)NC(=O)[C@H](CCC(N)=O)NC(=O)c2cc([N+](=O)[O-])cc(I)c2NCC[C@@H](C(N)=O)NC1=O
→ ·	2.9	-17	3.0	-7	0.3	6	-18	7
#8 O=C1CSC(c2cccnc2)N1c1ccc(F)cc1 (configuration not stated)
→ -6	0.6	-1	0.9	3	1.5	-6	-4	-10
#9 COc1cc(NC(=O)c2cc3ccccc3o2)c(OC)cc1Cl
→ -2	-0.4	56	-0.8	-2	0.8	-10	-19	5
#10 CCOc1ccc(C(=O)Nc2cnn(Cc3ccc(Cl)c(Cl)c3)c2)cc1
→ -5	1.1	51	-4.9	-2	0.3	-15	14	-4
#11 CCOc1ccc(NS(=O)(=O)c2ccc(NC(=O)[C@@H]3CCCC[C@@H]3C(=O)O)cc2)cc1
→ 1	0.9	10	1.5	0	0.8	-2	-1	4
#12 CCc1c(C(=O)Nc2ccccc2)c(C)[nH]c(=S)c1C#N
→ -8	-0.9	3	0.8	3	0.5	-3	-26	8
#13 O=C(c1cnn2c(C(F)(F)F)cc(-c3ccco3)nc12)N1CCCCCC1
→ -21	0.1	7	0.7	-10	-0.1	-4	-9	-7
#14 Nc1nnc(CC(c2ccccc2)c2ccccc2)s1
→ 3	0.0	-17	-2.4	3	-0.2	-9	-1	-15
#15 O=C(O)C(Cc1ccccc1)N1C(=O)/C(=C/c2ccccc2)SC1=S (configuration not stated)
→ 8	-0.5	4	1.4	-4	0.7	-2	6	-22

Three compounds from above, sorted by the number in CHOP inhibitor, highest first.
cpd | Molecule | MDM2 E3 inh | CHOP inhibitor | Runt-SMMHC FRET | TRPML3 ag | p47phox inh | EBV gp42 block
2 | O=C(COC(=O)c1cc(NS(=O)(=O)c2cccs2)ccc1O)Nc1cc(Cl)ccc1Cl | -2 | 46 | -16 | -0.3 | -4 | -17
13 | O=C(c1cnn2c(C(F)(F)F)cc(-c3ccco3)nc12)N1CCCCCC1 | -21 | 7 | -10 | -0.1 | -4 | -9
6 | COc1ccccc1N1CCN(CC(=O)Nc2cc(F)ccc2C)CC1 | -21 | -21 | -2 | 0.0 | -15 | -28

The results go on:
Fields: MDM2 E3 inh	TRPN1 ag	CHOP inhibitor	TNF necrop inh	Runt-SMMHC FRET	TRPML3 ag	p47phox inh	EBV gp42 block	PPC-1+TRAIL kill
#16 CCOC(=O)c1ccc(NC(=S)NCCc2ccc(OC)c(OC)c2)cc1
→ -4	9.2	6	4.5	-5	4.0	-9	-8	14
#17 COc1cc(C)c(Cl)cc1S(=O)(=O)N1CCCC1
→ -12	0.2	20	-0.3	5	1.0	-2	-8	-1
#18 COc1ccc(N2CC(NC(=O)N(C)CCC#N)CC2=O)cc1 (configuration not stated)
→ 2	0.7	5	1.6	-1	0.6	-2	-7	17
#19 Cc1noc(NS(=O)(=O)c2ccc(NC(=O)CCN3C(=O)c4ccccc4C3=O)cc2)c1C
→ 4	0.8	-12	1.6	2	1.1	-9	-14	18
#20 O=C(/C=C/c1ccccc1)NC(=S)Nc1ccc2c3c(cccc13)CC2
→ -1	1.4	75*	1.5	-4	1.0	-25	-22	32
#21 Cc1ccc(C)n1C(CC(=O)O)c1ccc(C#N)cc1 (configuration not stated)
→ -8	1.8	15	-1.1	4	1.2	-7	13	0
#22 CCSc1cc(Cl)nc(N)n1
→ -11	-0.8	3	2.6	-3	-0.1	2	-6	5
#23 CC(=O)c1ccccc1OC(=O)CCN1C(=O)C2C3C=CC(C4CC34)C2C1=O (configuration not stated)
→ -18	0.3	8	0.7	0	0.8	-5	-9	0
#24 COC(=O)c1c(N2C(=O)Nc3ccccc3N2O)sc2c1CCCC2
→ 9	0.2	6	2.5	0	0.2	-7	-9	22
#25 C/C(=N\O)C(C)(C)Nc1ccc(Cl)cc1
→ -14	0.9	6	19	-10	0.8	-4	-4	10
#26 COC(=O)c1ccc(Oc2ccc3nncn3n2)cc1
→ -3	1.9	0	-0.5	-1	1.1	10	-10	6
#27 O=[N+]([O-])c1ccc2[nH]nc(-c3ccccc3)c2c1
→ 0	-1.3	23	0.6	1	0.6	-10	8	24
#28 O=C(COc1cccc2ccccc12)NNC(=O)CSCCO
→ 6	0.8	13	1.1	-1	1.0	-5	6	10
#29 CSc1ccc(CNc2ccccn2)cc1
→ -23	-1.3	-2	4.5	-32	-1.0	-5	-5	8
#30 CCc1c(C(=O)Nc2cc(C)ccc2OC)[nH]c(C)c1C(C)=O
→ -8	0.1	20	-2.0	-2	-0.9	-95	-12	12
#31 CCCCC(=O)Nc1cccc2c1C(=O)N(c1ccccc1)C2=O
→ -68	-0.9	-19	-0.5	-3	0.0	-12	-16	-11
#32 CCOc1cc(NC(=S)NCCCN2CCOCC2)c(OCC)cc1NC(=O)C(C)C
→ -2	-0.1	-1	0.8	-4	0.9	-11	11	34
#33 CCN1C(=O)/C(=C/c2ccc(OC)c(OC)c2)N=C1SCC(=O)NCc1ccco1
→ 0	0.7	14	3.7	25	-0.3	-11	-10	13
#34 Cc1ccc(Cn2nnc3c(=O)n(CC(=O)NCc4ccc5c(c4)OCO5)cnc32)cc1
→ ·	-0.8	7	-1.2	2	0.5	-7	-8	1
#35 CC(C)(C)OC(=O)CNC(=O)c1[nH]cnc1C(=O)N[C@@H](CCCCNC(=O)OC(C)(C)C)C(=O)OC(C)(C)C
→ 8	·	33	4.0	-3	·	-7	-20	16
#36 Cc1ccc(NC2=CC(=O)CC(c3ccccc3)C2)cc1 (configuration not stated)
→ 3	-2.4	12	-4.4	1	-0.2	2	10	-2
#37 O=C(NCCSCc1ccccc1)c1ccccc1
→ -25	-0.3	14	2.1	-5	-0.8	-6	-3	-1
#38 Cc1cc(C(=O)OCC(=O)c2ccc3c(c2)NC(=O)CO3)c2ccccc2n1
→ -11	1.3	60	-0.1	-5	0.5	-23	-12	12
#39 COc1ccnc(Oc2ccc(F)cc2)c1C(=O)N/C=N/OCc1ccc(F)cc1
→ -11	7.3	11	0.1	1	4.5	-8	-25	-9
#40 O=[N+]([O-])c1ccc(NC(=S)N2CCN(c3ccc(F)cc3)CC2)cc1
→ -18	1.1	84*	-3.2	1	1.3	1	9	-13
#41 CCOC(=O)CSc1nnc(CNc2cccc(Cl)c2)n1-c1ccccc1
→ 15	0.3	20	-0.2	0	-0.4	-15	-19	11
#42 CC(C)c1nnc(NC(=O)CCC(=O)NC2CCCCC2)s1
→ -4	2.0	2	-0.6	1	0.5	-4	-4	12
#43 CC(=O)c1nc2ccccc2n1CCc1ccccc1
→ -6	-1.2	-9	-0.2	1	0.1	-7	-3	11
#44 COc1cccc(C(=O)Nn2c(C)nnc2-n2nc(C)cc2C)c1
→ -3	0.1	-8	0.2	0	1.2	-5	-25	-4
#45 Cc1ccc(NCc2nnc(SCC(=O)NCc3ccco3)n2CC2CCCO2)c(C)c1 (configuration not stated)
→ -12	-0.6	19	-0.5	2	-0.8	-36	5	6
#46 COc1ccccc1OCCn1cc(C(=O)O)c2ccccc21
→ -2	0.3	-9	0.1	-4	0.5	-7	-22	4
#47 COC(=O)COc1ccc(S(=O)(=O)Nc2cc([N+](=O)[O-])ccc2C)cc1
→ -8	0.5	-6	0.7	1	0.5	6	8	-7
#48 CC(CN1CCN(C)CC1)OC(=O)c1ccc(F)cc1 (configuration not stated)
→ -25	0.8	2	-0.1	1	0.8	-4	-4	14
#49 Cc1ccc2[nH]c3c(c2c1)CCCC3C(N)=O (configuration not stated)
→ -4	0.0	23	1.1	-51	0.6	-20	14	16
#50 CSc1nc2ncc(-c3ccsc3)c(N)n2n1
→ -13	1.3	-14	1.7	-4	0.9	6	0	18
#51 Cc1ccc(C)c(N2CCN(c3cnn(-c4nc5ccccc5s4)c(=O)c3Cl)CC2)c1
→ -14	-0.1	70	1.5	-3	0.3	-14	-14	13
#52 COc1ccc(-c2[nH]ncc2CN2CCN(c3ccccn3)CC2)c(OC)c1
→ -1	-1.4	-11	1.2	-3	0.7	-4	-13	10
#53 CCOC(=O)C1(C)NC(c2cccs2)C2C(=O)N(c3ccccc3)C(=O)C21 (configuration not stated)
→ -4	0.6	-18	-0.4	-4	0.5	5	13	27
#54 CCOCCCn1c(=S)[nH]c2cc(C(=O)NCCOC)ccc2c1=O
→ -6	-0.2	20	-0.2	-1	-0.8	-5	-5	-12
#55 Cc1ccc(CNC(=O)c2cn(C3CCCC3)c(=O)c3c2c2ccccc2n3C)o1
→ -3	0.6	-64	-4.4	4	-0.8	-21	-15	43

From PubChem
